CF NFkB block = inhibitors of PAF-induced NF-kB signaling, primary screen, cell-based, GFP fluorescence, uHTS; KKLEB NF-kB-GFP reporter, GFP fluorescence overnight; actives 0.86% (n = 360,000); AID 588850, 2011; inhibition, % at 5 µM;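 active = at least 50% inhibition at 5 µM, scaled per plate between neutral and stimulator controls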;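 also: PAF is a Pseudomonas aeruginosa culture filtrate used as stimulus; plate controls were PAF-stimulated DMSO wells for no effect and unstimulated DMSO wells for full effect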
TRPM1 prom inh = inhibitors of MITF-dependent TRPM1 promoter reporter, primary screen, cell-based, SK-MEL-5, single point, luciferase; AID 488899, 2010; inhibition, % at 12.5 µM; actives 0.83% (n = 330,000); SK-MEL-5 TRPM1 promoter luciferase, 24 h;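 active = mean inhibition across replicates of 60% or more, whatever share of single replicates reaches that level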; also: values of inactives mirror those of a sister screen read the other way
TWEAK Fn14 block = inhibitors of TWEAK-Fn14 signaling, primary screen, luciferase reporter cells, uHTS. inhibition, % at 10 µM. AID 1159606, 2016. actives 2% (n = 360,000). TWEAK-stimulated Fn14 reporter cells, luciferase luminescence, 8 h; in the data active = inhibition above about 50%
KKLEB tox = cytotoxicity in KKLEB CF airway cells, primary screen, cytotoxicity control for CF NF-kB inhibitor project, cell-based, uHTS, fluorescence assay plates | KKLEB CF airway cells viability, ATPlite luminescence, overnight; hits give low values; cells stimulated with P. aeruginosa culture filtrate | activity change (cytotoxicity), % at 5 µM | actives 0.36% (n = 360,000);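 active = corrected activity change at or below -50% at 5 µM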
Shn3 inh set2 = reduction of Shn3 3'UTR firefly luciferase signal, primary screen, Schnurri-3 inhibitor project, cell-based, Clone20 osteoblasts, set 2 | Clone20 osteoblast Shn3 3'UTR firefly luciferase, 24 h | inhibition, % at 12.5 µM | actives 0.52% (n = 360,000);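 active = mean inhibition of at least 75% with every replicate also reaching 75%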;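 also: 0% = median of neutral control wells and 100% = pilot-screen positive control compound; some compounds past the cut are filed as inactive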
NR2E3 ag-1 = NR2E3 agonists in two-hybrid cells, primary screen, cell-based, luminescence, CHO-S, Gal4-NCOR/VP16-NR2E3 | Photoreceptor-specific nuclear receptor (Homo sapiens), Q9Y5X4 | luciferase | inhibition of corepressor binding, % at 3.98 µM | actives 0.35% (n = 360,000) | AID 602229, 2012;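 active = inhibition above the mean of all tested compounds plus 3 SD, cut at about 70% in these data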;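 also: 0% = DMSO with NR2E3 transfected cells and 100% = cells lacking NR2E3 construct; higher means lower luciferase signal from less NR2E3 corepressor binding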
Target sequence (Q9Y5X4 whole entry, looked up, the tested form may be a part): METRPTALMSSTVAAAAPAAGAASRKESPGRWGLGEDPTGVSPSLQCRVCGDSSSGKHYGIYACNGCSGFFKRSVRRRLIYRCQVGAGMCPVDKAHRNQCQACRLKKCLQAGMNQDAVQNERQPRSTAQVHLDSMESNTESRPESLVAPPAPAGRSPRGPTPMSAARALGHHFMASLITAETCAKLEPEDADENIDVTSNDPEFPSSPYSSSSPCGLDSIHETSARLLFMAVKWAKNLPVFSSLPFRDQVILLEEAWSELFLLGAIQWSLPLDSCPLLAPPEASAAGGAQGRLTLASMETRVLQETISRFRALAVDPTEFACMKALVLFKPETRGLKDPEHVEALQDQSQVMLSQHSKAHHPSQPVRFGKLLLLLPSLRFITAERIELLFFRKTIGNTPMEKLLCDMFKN
NR2E3 ag-2 = inhibitors of NR2E3-RetCOR corepressor binding, primary screen, NR2E3 agonist project, biochemical, TR-FRET, GST-NR2E3, biotin-RetCOR. AID 2300, 2010. actives 0.12% (n = 320,000). inhibition of corepressor binding, % at 4.78 µM. 1536-well. Photoreceptor-specific nuclear receptor (Homo sapiens), Q9Y5X4;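 active = percent inhibition above the cutoff of mean plus 3 SD of all tested compounds, set per screening campaign, cut at about 20% in these data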;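 also: 0% = DMSO wells and 100% = biotin wells as full block of FRET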
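System: GST-tagged NR2E3 plus biotinylated RetCOR corepressor; Amount: 1.35 nM GST-tagged NR2E3 final; Dosing: single nominal compound dose of 4.8 µM; Schedule: 5 h incubation at 4 °C; Technique: TR-FRET with europium anti-GST and streptavidin-D2, 340 nm excitation; Controls: biotin wells as high control, 0.6% DMSO wells as low control.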
Peg3 prom inh = Peg3 promoter-driven luciferase inhibitors, primary screen, cell-based, HeLa, luciferase luminescence; HeLa PEG-Prom luciferase reporter, overnight; AID 588405, 2011; actives 1.7% (n = 360,000); inhibition, % at 20 µM;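 active = inhibition of at least 50% at 20 µM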
HIF-2a inh = HIF-2a reporter inhibitors, primary screen, luminescence, 786-0 RCC cells | inhibition, % at 18.8 µM | 786-0 RCC cells HIF-2a reporter, luciferase luminescence, overnight | actives 0.72% (n = 360,000) | AID 624352, 2012;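 active = inhibition of the luminescence signal of 40% or more relative to plate controls, in a single-dose primary screen at 18.75 µM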
TROY signal inh = inhibitors of TROY-driven NF-kB signaling, primary screen, Q293 LMP1-TROYcd cells, NF-kB luciferase, uHTS | Q293 LMP1-TROYcd NF-kB luciferase reporter, 4 h | inhibition, % at 10 µM | actives 0.98% (n = 360,000) | AID 1347056, 2019;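 active = compounds whose plate-normalised and pattern-corrected inhibition of the luciferase reporter signal at the single screening dose is 50% or more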
TRAIL sens C8 = viability loss with TRAIL in NB7+C8 cells, primary screen, TRAIL sensitizer project, cell-based, ATPlite luminescence; actives 1% (n = 360,000); inhibition (viability loss, TRAIL sensitization), % at 10 µM;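 active = compounds causing at least 50% loss of cell viability in the single-dose screen, relative to plate controls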
An asterisk follows results filed as active; i = inactive; / = no result given.

Compound	CF NFkB block	TRPM1 prom inh	TWEAK Fn14 block	KKLEB tox	Shn3 inh set2	NR2E3 ag-1	NR2E3 ag-2	Peg3 prom inh	HIF-2a inh	TROY signal inh	TRAIL sens C8
O=C(O)/C=C/C(=O)NNC(=O)c1ccccc1Br	1	0	5	6	-19	-35	1	3	4	15	-9
CC1(C)CC(=O)C(C=NCCN2CCN(C3CC(=O)N(c4ccc(F)cc4)C3=O)CC2)=C(O)C1 (stereo not given)	5	-3	-11	-6	2	-18	-2	12	14	6	-19
CC1Cc2cc(S(=O)(=O)NCCc3ccccc3)ccc2N1C(=O)C1CC1 (stereo not given)	26	-2	-7	-9	27	50	-1	-12	14	2	5
COc1cccc(NC(=O)CN2C(=O)C3(OCCCO3)c3ccccc32)c1	-3	11	-3	8	-10	-14	-4	7	8	18	-3
CCCN(C)C1CN(Cc2cn(Cc3ccc(C(F)(F)F)cc3)nn2)S(=O)(=O)C1 (stereo not given)	/	/	8	/	/	-11	/	/	0	-1	-19
CCCn1nc(C(=O)Nc2ccc3c(c2)OCCO3)c2ccccc2c1=O	7	/	-43	1	-17	-18	3	-76	-120	-21	11
CC1=C(C)C(=O)OC(C(C)C2CCC3C4CC=C5CC(OC6OC(COC7OC(CO)C(O)C(O)C7O)C(O)C(O)C6O)CC(O)C5(C)C4CCC23C)C1 (stereo not given)	9	6	0	1	-10	5	-2	0	-7	24	2
Cc1ccc(Cc2c(-c3ccc(F)cc3)nc3ccc(Cl)cn23)cc1	22	/	-4	-19	-25	-45	/	-31	-93	-57	18
CCN(C(=O)CSc1nnc(C)n1-c1cccc(C)c1)C1CCS(=O)(=O)C1 (stereo not given)	-9	16	15	-6	10	-3	1	16	9	-16	-11
COc1ccccc1NC(=O)CN(c1ccc(C23CC4CC(CC(C4)C2)C3)cc1)S(C)(=O)=O	9	1	13	-14	27	20	0	14	-15	-4	9
COCCNC(=O)c1ccc2c(c1)nc(C)n2-c1cc(OC)c(OC)c(OC)c1	-2	2	-5	5	-2	-16	0	-10	1	-10	-19
O=C(O)c1cc(S(=O)(=O)N2CCCc3ccccc32)ccc1Cl	8	-9	4	-4	-7	-37	/	3	-5	2	18
C[C@@H]1CN([C@H](C)CO)C(=O)CCCn2nncc2CO[C@@H]1CN(C)S(=O)(=O)c1ccc(C#N)cc1	0	/	-10	-1	-4	-37	/	-12	5	-5	-9
CC(C(=O)NCC1CCCCC1)N(C)Cc1ccc(Cl)cc1 (stereo not given)	18	2	-2	-7	4	5	3	19	15	8	1
COc1cc(OC)cc(C(=O)NNC(=O)C2CCC2)c1	-15	/	10	5	-24	-39	/	3	10	-1	7
CCN(CC)C1CCN(Cc2c(C(=O)N3CCCCCCC3)nc3ccc(Cl)cn23)C1 (stereo not given)	12	4	-4	-3	1	-22	0	2	11	-7	-7
CCN(C(=O)COc1ncnc2ccccc12)C1CCCCC1	3	14	4	6	10	19	/	-7	11	-5	2
CCCC(=O)Nc1ccccc1NC(=O)c1ccc(OC)cc1	12	4	5	11	15	-19	1	8	5	-2	-5
O=C(c1ccc(F)cc1)N1CCN(C2CCC(c3ccccc3)CC2)CC1 (stereo not given)	8	3	-5	0	12	19	5	7	16	-7	4
COC(=O)CCCC(=O)NCC1(N(C)Cc2ccccc2)Cc2ccccc2C1	-4	-9	-10	-4	-1	-10	3	18	13	2	0
CCS(=O)(=O)NCc1csc(C)n1	-12	0	6	5	5	-26	1	8	6	4	-2
CCC(C)(C)C1CCC2(CC1)NC(=O)N(CC(=O)NCCOc1ccccc1)C2=O (stereo not given)	0	4	9	7	29	-13	3	8	10	8	10
O=C(N/N=C/c1ccncc1)c1ccc(COc2cccc3cccnc23)cc1	-5	0	13	-5	21	4	2	5	3	7	-24
CCOc1ccc(-c2csc(NC(=O)c3cccc(N4C(=O)CCC4=O)c3)n2)cc1	6	-7	3	0	-15	-5	1	-9	-14	-7	12
CCN(Cc1ccc(OC)c(F)c1)C(=O)c1cc2ccccc2o1	9	-3	-30	-3	-3	-1	0	-52	-123	8	-11

The closing three records of the section above open the next one.
Compound	CF NFkB block	TRPM1 prom inh	TWEAK Fn14 block	KKLEB tox	Shn3 inh set2	NR2E3 ag-1	NR2E3 ag-2	Peg3 prom inh	HIF-2a inh	TROY signal inh	TRAIL sens C8
O=C(N/N=C/c1ccncc1)c1ccc(COc2cccc3cccnc23)cc1	-5	0	13	-5	21	4	2	5	3	7	-24
CCOc1ccc(-c2csc(NC(=O)c3cccc(N4C(=O)CCC4=O)c3)n2)cc1	6	-7	3	0	-15	-5	1	-9	-14	-7	12
CCN(Cc1ccc(OC)c(F)c1)C(=O)c1cc2ccccc2o1	9	-3	-30	-3	-3	-1	0	-52	-123	8	-11
O=C1NC(c2ccc3ccccc3c2)Nc2ccccc21 (stereo not given)	30	/	14	-12	-20	-224	/	-183	-168	-37	29
C[N+]1(CCN2C(=O)C3CC=C(Cl)CC3C2=O)CCOCC1 (stereo not given)	-14	1	11	5	-1	-2	1	18	16	8	-2
O=C(CSc1ccc(-c2ccccn2)nn1)c1ccc([N+](=O)[O-])cc1	-16	-12	-12	10	-3	-6	4	-15	-33	-18	-16
COC(=O)CSc1nnnn1-c1cccc2ccccc12	-4	1	-10	5	7	-3	6	11	5	-5	7
N#Cc1c(NC(=O)CCN2C(=O)c3ccccc3C2=O)oc(-c2ccccc2)c1-c1ccccc1	6	12	22	-16	-2	-9	4	6	-2	10	7
Clc1ccccc1N/N=C/c1ccc2c(c1)OCO2	-8	-48	-28	6	-97	-93	2	i	-296	-66	7
Nc1nc2c(ncn2[C@@H]2O[C@H](CNCc3ccc(OCCCN4CCOCC4)cc3)[C@@H](O)[C@H]2O)c(=O)[nH]1	-13	/	-4	4	-7	8	/	-2	5	-11	-10
CCOC(=O)c1sc2nc(C)nc(NCCc3ccc(S(N)(=O)=O)cc3)c2c1C	-2	8	19	1	-14	-15	3	13	0	-24	32
O=C(Nc1ccc(-c2nnc(-c3ccccc3)o2)cc1)C1CCCO1 (stereo not given)	-2	-46	49	-21	-58	-102	-1	-119	-172	-7	-9
Cc1cc(C)n(-c2cccc(C(=O)O)c2)n1	-7	-13	80*	-3	-20	-7	-4	5	11	19	5
Cc1ccc(S(=O)(=O)N2[C@@H](c3ccc(Br)cc3)C(C(=O)O)=CC[C@H]2c2cccc(Cl)c2)cc1	19	11	6	5	-1	-14	/	-5	12	33	-16
COc1cc(OC)c(-n2cc(-c3ccc(Cl)cc3)[nH]c2=O)cc1Cl	0	2	-12	-2	-8	10	-3	-27	-19	-10	-1
CN1CCN(S(=O)(=O)CC2(C)C3CCC2(C)C(=O)C3Br)CC1 (stereo not given)	8	-7	-32	-10	10	-9	1	2	13	-11	10
COc1ccc2oc(C(=O)Nc3ccc(N4CCOCC4)cc3)c(C)c2c1	-27	-28	-5	23	7	-80	1	-46	-10	-3	33
Cc1cc(=O)n(CCC(=O)O)c2ccccc12	-15	-5	-2	7	15	-4	1	-4	9	-5	-7
Cc1ccccc1OCC(O)Cn1c(Br)nc2c1c(=O)n(C)c(=O)n2C (stereo not given)	-13	5	16	-6	3	-18	3	15	28	17	12
O=C(OCn1nnc2ccccc2c1=O)c1ccc(O)cc1	-5	1	-10	0	10	-3	-1	5	1	-7	-6
O=C1Nc2ccccc2OC1CC(=O)N1CCN(c2cccc(C(F)(F)F)c2)CC1 (stereo not given)	2	7	-4	-13	12	-1	3	0	-2	2	0
COc1cccc2c1OC1(C)CC2/C(=C(\C)O)C(=O)N1 (stereo not given)	-9	9	13	-1	-5	12	-1	-22	21	-5	3
CCc1ncc(/C=C2\C(=O)Nc3ccccc32)[nH]1	-2	-18	45	22	/	15	-11	-162	-185	20	22
O=C(/C=C/c1ccccc1[N+](=O)[O-])Nc1cccnc1	-3	-26	-24	-1	-39	29	-4	-206	-157	-55	18
NC(=O)C1CC(=O)N(CCc2ccc(F)cc2)C1 (stereo not given)	-17	-9	-3	2	6	-17	2	5	-2	-13	-5
CC(C)(C)n1ncc2c(=O)n(CC(=O)c3ccccc3)cnc21	4	-91	-6	-5	-86	-121	0	-297	-226	/	16
Cc1cccc(C)c1NC(=S)NC(=O)CCc1ccccc1	8	13	3	4	-9	1	-2	-11	-4	22	6
CCc1ccccc1NC(=O)CN1CCN(C(=O)CN2C(=O)NC3(CCCCC3C)C2=O)CC1 (stereo not given)	-8	4	2	-3	-3	-6	/	-8	5	-16	13

Screens: PubChem BioAssay, several laboratories

A portion of the library; rates above refer to the full screens.
